# TRHR agonist: TRH receptor (human) agonism. activation, % at 2 µM. TRHR cells, calcium flux fluo-8, FDSS agonist mode. actives 0.18% (n = 360,000). P34981; in the data active means activation above about 30%; further: 0% is about no effect
#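 In this calcium-flux screen, cells bearing human TRHR are dye-loaded with fluo-8, baselined for 10 cycles, then exposed to library compounds; positive kinetic calcium responses during the agonist phase mark hits, with TRH as control.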
# TrxR1 inh: inhibitors of rat thioredoxin reductase 1. AID 588453. actives 1% (n = 390,000). Potency, µM (top dose mostly 114 µM), for the others: at the top dose activity change, negative = inhibition, usual class: inhibitors. recombinant rTrxR1, NADPH fluorescence consumption, selenite substrate. O89049; further: potency means the concentration at half of the fitted maximal effect; on the % scale 0 is the no-effect control and ±100 the full control effect; nearly all actives have a fitted effect of over 65% in size
#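 Rat TrxR1 (90 nM in the dispensed reagent) was pre-reduced with 400 uM NADPH for 5 min at room temperature, then incubated with compound for 15 min. After 400 uM selenite was added, NADPH fluorescence (Ex 340/Em 450 nm) was followed for 8 min.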
# PI4K2A inh: PI4K2A (human) kinase inhibition | actives 0.13% (n = 420,000) | Q9BTU6 | AID 1346378 | activity change, negative = inhibition, % at 76.9 µM | purified PI4K2A, ADP-Glo luminescence, 1 h; active compounds read low; in the data active means activity change below about -50%; inconclusive means mostly about -30% to -49%;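 further: -100% = wells without enzyme as full effect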
#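 PI4K2A activity was measured by ADP-Glo luminescence: enzyme (4 ug/mL stock) and phosphatidylinositol (1.2 mM stock) in Tris pH 7.5/MgCl2/EGTA/Triton X-100 buffer were reacted with ATP (300 microM stock) for one hour at ambient temperature.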
# D2 agonist: D2 dopamine receptor (human) agonism; P14416; HEK293 T-REx D2 cells, calcium flux agonist mode; activation, % at 2 µM; actives 0.53% (n = 340,000);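 active means activation over 3 SD above normal in the single-dose calcium agonist read, cut at about 30% in these data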; further: 0% is about no effect
#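 Tetracycline-induced HEK293 T-REx cells with force-coupled D2 receptor, plated overnight at 30 C, loaded with no-wash calcium dye. After a 10 s baseline, compound was pin-added and calcium flux read kinetically for 180 s; calcium rises flagged agonists.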
# TRHR enhancer: allosteric enhancers of human TRH receptor; TRHR cells, fluo-8 calcium fluorescence, EC20 TRH enhancement; enhancement, % at 2 µM; actives 0.66% (n = 360,000); AID 493056; in the data active means enhancement above about 30%; further: 0% is about no effect
#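 TRHR-expressing cells loaded with fluo-8 calcium dye were read kinetically (ex 480/em 530) during compound addition, then stimulated with an EC20 of TRH (10 nM final). Enhancement of the Gq-mediated intracellular calcium response was scored.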
# TrxR1 substrate: rat thioredoxin reductase 1 substrate activity. actives 0.01% (n = 390,000). purified TrxR1 substrate turnover, NADPH consumption readout. Potency, µM (doses to about 114 µM), for inactives: top-dose activity change, negative = substrate turnover. O89049; further: potency means the concentration at half of the fitted maximal effect; on the % scale 0 is the no-effect control and ±100 the full control effect; nearly all actives have a fitted effect of over 50% in size
#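 Rat TrxR1, dispensed at 90 nM, was prereduced with 400 uM NADPH (final) for 5 min at ~22 deg C, then incubated with compound 15 min before 400 uM selenite. A first-read NADPH fluorescence drop versus no-compound background flagged substrates.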
# USP1 inh: USP1/UAF1 (human) deubiquitinase inhibition | O94782 | recombinant USP1/UAF1, Ub-Rhodamine cleavage fluorescence | Potency, µM (series often up to 57.1 µM), without a hit: at the highest dose activity change, negative = inhibition, hits mostly inhibitors | actives 0.23% (n = 390,000) | AID 743255; further: potency means the concentration at half of the fitted maximal effect; on the % scale 0 is the no-effect control and ±100 the full control effect; nearly all actives have a fitted effect of over 60% in size; inactives centre near -12
# Target sequence (O94782 whole entry, looked up): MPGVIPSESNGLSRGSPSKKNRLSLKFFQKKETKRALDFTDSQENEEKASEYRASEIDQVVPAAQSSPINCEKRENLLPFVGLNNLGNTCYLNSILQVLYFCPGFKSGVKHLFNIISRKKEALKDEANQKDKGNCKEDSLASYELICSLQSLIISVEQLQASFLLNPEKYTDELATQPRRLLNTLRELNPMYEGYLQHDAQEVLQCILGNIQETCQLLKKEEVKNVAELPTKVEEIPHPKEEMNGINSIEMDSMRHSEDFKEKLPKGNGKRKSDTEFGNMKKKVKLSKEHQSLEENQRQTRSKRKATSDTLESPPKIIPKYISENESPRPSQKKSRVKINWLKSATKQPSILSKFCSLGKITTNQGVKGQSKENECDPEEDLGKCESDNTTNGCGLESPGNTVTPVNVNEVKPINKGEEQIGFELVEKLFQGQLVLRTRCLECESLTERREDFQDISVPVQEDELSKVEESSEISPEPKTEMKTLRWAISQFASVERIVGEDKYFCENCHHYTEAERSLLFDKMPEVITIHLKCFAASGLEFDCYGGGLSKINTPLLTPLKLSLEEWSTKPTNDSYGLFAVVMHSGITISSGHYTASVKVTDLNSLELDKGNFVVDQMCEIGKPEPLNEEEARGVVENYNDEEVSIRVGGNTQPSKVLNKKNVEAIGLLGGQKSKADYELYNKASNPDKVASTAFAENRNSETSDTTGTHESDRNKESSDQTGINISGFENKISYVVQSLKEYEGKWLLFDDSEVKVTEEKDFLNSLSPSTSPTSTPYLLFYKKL
#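 In this screen, compounds sit with the deubiquitinase complex (1nM) for 15 min at room temperature before Ub-Rho is added at 150nM final. Fluorescence rise is then followed for 6 reads every 60 seconds.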
# mIDH1 inhibitor: human IDH1 R132H inhibition; IDH1-R132H enzyme, NADPH consumption, diaphorase/resazurin fluorescence; Potency, µM (highest dose often 76.6 µM), without a hit: at the top dose activity change, negative = inhibition, actives largely listed as inhibitors; actives 0.093% (n = 390,000); AID 602179; further: potency means the concentration at half of the fitted maximal effect; on the % scale 0 is the no-effect control and ±100 the full control effect; nearly all actives have a fitted effect of over 65% in size
#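 IDH1-R132H (0.5 ug/mL dispensed) in pH 7.5 Tris buffer was preincubated 30 min with compound, then given a substrate mix of 0.016 mM NADPH and 2 mM alpha-KG for 80 min at room temperature; remaining NADPH was read by diaphorase/resazurin fluorescence.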
# D2 antag: antagonizes the human D2 dopamine receptor; P14416; HEK293 TREx D2 cells, calcium flux, dopamine EC80; inhibition, % at 10 µM; actives 2% (n = 340,000); AID 485344; in the data active means inhibition above about 30%; further: 0% is about no effect
#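 Calcium flux kinetic readout in an inducible HEK293 TREx D2 line plated overnight at 30 C. After 180 s compound exposure, an EC80 dopamine challenge follows with another 180 s kinetic read to detect antagonism.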
# Starred values were filed as active, the others as inactive; ? = inconclusive; . = not tested or not shown; [ ] = another dose, or the depositor's remark. Unless noted, the call rests on the fitted dose curve; in most records, active means well fitted inhibition curve with a large enough effect; inconclusive means small, poorly fitted or top-dose-only effect; inactive means no such curve, though single readings can be large or run the other way.
SMILES,TRHR agonist,TrxR1 inh,PI4K2A inh,D2 agonist,TRHR enhancer,TrxR1 substrate,USP1 inh,mIDH1 inhibitor,D2 antag
NC(=O)C1CCN(C(=O)COc2cccc3ccccc23)CC1,0.5,-10%,-3,0.5,-3,-1%,15%,14%,-6
COC(=O)c1ccccc1NC(=O)CSCC(=O)Nc1ccccc1OC,-1.1,-5%,-2,.,-5,-5%,-14%,11%,.
O=C(NCc1ccc(Cl)cc1)c1cccc2c1C(=O)N(CC1CCCO1)C2 (stereo unspecified),-0.1,-1%[57.1 µM],-4,0.2,-2,10%[57.1 µM],-28%,0%,3
O=c1c2ccccc2n2c(-c3cccc(Cl)c3)nnc2n1Cc1ccccc1,-0.5,9%[57.1 µM],-1,-0.6,4,-5%[57.1 µM],-19%,0%,6
Cc1sc2ncn(CC(=O)NCCCN3CC(C)CC(C)C3)c(=O)c2c1S(=O)(=O)N1CC(C)CC(C)C1 (stereo unspecified),-0.1,9%,0,2.3,-8,-1%,-3%,0%,1
CCOc1ccc(S(=O)(=O)N2CCN=C2c2ccccc2)c(C)c1C,-0.5,-6%,0,-2.0,0,-7%,-8%,-1%,6
NNC(=O)CSc1cccc2cccnc12,-0.2,-11%,2,0.9,-4,7%,1%,2%,10
CCNc1nc(-c2cc3ccccc3o2)cs1,0.3,-8%[57.1 µM],-7,-0.1,-3,2%[57.1 µM],-2%,-6%,5
N#CCCN1CCN(S(=O)(=O)c2ccc(S(=O)(=O)NC3CCCCC3)cc2)CC1,0.2,24%,-1,1.6,1,7%,-18%,2%,9
O=C(CSc1n[nH]c(-c2ccccc2Cl)n1)NCc1cccc(C(=O)O)c1,-0.2,17%,-5,-0.5,-2,8%,-20%,6%,-11
COC(=O)c1sccc1S(=O)(=O)N(CC(=O)Nc1ccccc1F)c1ccccc1,0.2,8%[57.1 µM],2,.,-14,-6%[57.1 µM],-7%,-6%,.
COc1cccc(-c2ncc3ccccn23)c1,-0.5,-2%,4,0.4,-1,58%[activator],-16%,5%,-7
Cc1onc(-c2ccccc2)c1C(=O)NC(C)c1ccccc1 (stereo unspecified),.,11%,3,.,.,5%,-6%,-5%,.
CC(=O)OCC(=O)C1=CCC2C3CCC4=CC(=O)C=CC4(C)C3(F)C(OC(C)=O)CC12C (stereo unspecified),0.3,5%,-3,-0.7,12,-4%,-22%,1%,-16
CC(C)(C)C1CCc2[nH]nc(C(=O)O)c2C1 (stereo unspecified),0.0,24%[57.1 µM],-11,-1.0,21,8%[57.1 µM],-8%,2%,6
COc1ccc(NS(=O)(=O)c2cccc(C(=O)Nc3ccccc3C(=O)O)c2)cc1,0.2,3%,-2,1.9,-4,-3%,-24%,-4%,29
CNCC(=O)N1CCN(c2ncc(C(F)(F)F)cc2Cl)CC1,0.7,1%[57.1 µM],-1,-0.1,0,1%[57.1 µM],?,5%,6
CCCCCC(=O)Nc1c(-c2cccs2)c(=O)c2ccccc2n1C,0.2,-4%,3,1.0,8,2%,6%,1%,6
O=C(Nc1ccccc1C(=O)Nc1ccc(Br)cn1)c1cccc([N+](=O)[O-])c1,-0.1,21%,-2,-1.0,-6,3%,-19%,9%,-6
CSc1ccc(NS(=O)(=O)c2ccc(-n3cnnn3)cc2)cc1,0.5,-5%,-3,0.4,1,-6%,2%,-5%,-7
CCOc1ccc(Oc2ccccc2NC(=O)CSCC(=O)Nc2cc(C)on2)cc1,0.1,11%,2,0.3,-7,-3%,-15%,3%,-2
COCCCNC(=O)C1CCN(C(=O)c2cnn(-c3ccccc3)c2-n2cccc2)CC1,0.3,12%,-3,-0.2,6,4%,-15%,1%,.
Cc1ccc(NC(=O)N(O)C2CCCCC2C#N)cc1 (stereo unspecified),.,-1%[11.4 µM],-2,.,.,12%[57.1 µM],-16%,2%,.
COc1ccc(-n2nc3c(c2NC(=O)C(=O)N2CCN(C)CC2)CSC3)cc1,0.2,-8%[57.1 µM],-3,1.0,43*,-2%[57.1 µM],1%,0%,.

# Shown with each value named: entries from further up
> CC(C)(C)C1CCc2[nH]nc(C(=O)O)c2C1 (stereo unspecified)
  TRHR agonist = 0.0
  TrxR1 inh = 24%[57.1 µM]
  PI4K2A inh = -11
  D2 agonist = -1.0
  TRHR enhancer = 21
  TrxR1 substrate = 8%[57.1 µM]
  USP1 inh = -8%
  mIDH1 inhibitor = 2%
  D2 antag = 6
> CC(=O)OCC(=O)C1=CCC2C3CCC4=CC(=O)C=CC4(C)C3(F)C(OC(C)=O)CC12C (stereo unspecified)
  TRHR agonist = 0.3
  TrxR1 inh = 5%
  PI4K2A inh = -3
  D2 agonist = -0.7
  TRHR enhancer = 12
  TrxR1 substrate = -4%
  USP1 inh = -22%
  mIDH1 inhibitor = 1%
  D2 antag = -16

# Further results.
SMILES,TRHR agonist,TrxR1 inh,PI4K2A inh,D2 agonist,TRHR enhancer,TrxR1 substrate,USP1 inh,mIDH1 inhibitor,D2 antag
CC(C)NC(=O)c1onc(CSc2nc3ccccc3[nH]2)c1C(=O)NC(C)C,0.0,?,2,0.2,1,-1%,-8%,10%,-6
CC1=CC(C)(C)N(C(=O)C(C)N2C(=O)c3ccccc3C2=O)c2ccc(C)cc21 (stereo unspecified),0.1,-1%,-1,0.1,-2,-8%,-2%,12%,-12
Cc1cc(C(=O)NNc2c(Cl)cccc2Cl)no1,-1.2,8%,0,-1.5,2,1%,-12%,0%,-13
O=c1cc(C(F)(F)F)[nH]c2ccc(C(F)(F)F)cc12,4.3,25%[2.29 µM],-8,3.6,-3,26%[57.1 µM],-19%,11%,-2
O=c1[nH]c(NCCCO)nc2c1C1(CCCC1)Cc1ccccc1-2,2.1,4%,-1,0.5,3,257%[activator],-8%,1%,17
O=C(c1cccc(S(=O)(=O)N2CCOCC2)c1)N1CCC(Cc2ccccc2)CC1,0.3,25%,7,0.5,2,0%,-3%,9%,9
O=C(O)c1ccc2c(c1)C(=O)/C(=C/c1ccccc1)C2=O,0.2,-6%,-10,-0.5,-1,0%,?,2%,-4
Cc1nc2c(cc1NC(=O)C(C)(C)C)nc(C)n2Cc1ccccc1,0.2,-17%,-2,1.2,21,-8%,-10%,2%,9
Cn1c(=O)cc(OCC(=O)NCc2ccccn2)c2ccccc21,.,-15%,9,.,.,-11%,-14%,9%,.
COc1ccc2c(c1)c(=O)c(C(=O)c1ccc(F)cc1)cn2CC(=O)Nc1ccc2c(c1)OCO2,0.4,3%,-3,0.4,2,-6%,-23%,-2%,.
COc1ccc(C2C(C#N)=C(N)OC3=C2C(=O)CCC3)cc1OC (stereo unspecified),-0.1,13%[57.1 µM],5,0.4,1,3%[57.1 µM],-20%,4%,5
CCC(c1nnnn1CS(=O)(=O)c1ccc(C)cc1)N1CCN(c2nc3ccccc3s2)CC1 (stereo unspecified),2.5,5%,2,1.0,-5,-6%,-10%,-4%,11
C/C(=N\N1CCN(c2ccc(Cl)cc2)CC1)c1cccc([N+](=O)[O-])c1,0.4,13%,2,0.9,-1,-7%,-15%,9%,7
CC(=O)n1c(=O)c2ccccc2c(=O)n1-c1ccccc1,0.3,-2%[57.1 µM],3,0.1,2,10%[57.1 µM],-19%,4%,-17
CC(=O)OC(C(=O)NCc1ccc(F)cc1)c1ccccn1 (stereo unspecified),0.0,-4%,-8,0.5,3,-8%,-2%,2%,-17
COc1ccc(/C=N/NC(=O)Cc2csc(Nc3cccc(C(F)(F)F)c3)n2)c(OC)c1,-0.3,8%[0.457 µM],0,-1.0,5,-6%,-17%,-13%,-27
Cc1sc(-n2cccc2)c(C(C)NC(=O)Nc2ccccc2Cl)c1C (stereo unspecified),0.5,6%,3,0.4,-5,0%,-20%,.,.
COCCNC(=O)c1ccc2c(=O)n(Cc3ccco3)c(SCC(=O)Nc3ccc(OC)cc3OC)nc2c1,0.0,20%[57.1 µM],-6,-0.7,-3,5%[57.1 µM],-4%,-18%,8

# Grouped by structure: those above with a Cl atom.
SMILES,TRHR agonist,TrxR1 inh,PI4K2A inh,D2 agonist,TRHR enhancer,TrxR1 substrate,USP1 inh,mIDH1 inhibitor,D2 antag
O=C(NCc1ccc(Cl)cc1)c1cccc2c1C(=O)N(CC1CCCO1)C2 (stereo unspecified),-0.1,-1%[57.1 µM],-4,0.2,-2,10%[57.1 µM],-28%,0%,3
O=c1c2ccccc2n2c(-c3cccc(Cl)c3)nnc2n1Cc1ccccc1,-0.5,9%[57.1 µM],-1,-0.6,4,-5%[57.1 µM],-19%,0%,6
O=C(CSc1n[nH]c(-c2ccccc2Cl)n1)NCc1cccc(C(=O)O)c1,-0.2,17%,-5,-0.5,-2,8%,-20%,6%,-11
CNCC(=O)N1CCN(c2ncc(C(F)(F)F)cc2Cl)CC1,0.7,1%[57.1 µM],-1,-0.1,0,1%[57.1 µM],?,5%,6
Cc1cc(C(=O)NNc2c(Cl)cccc2Cl)no1,-1.2,8%,0,-1.5,2,1%,-12%,0%,-13
C/C(=N\N1CCN(c2ccc(Cl)cc2)CC1)c1cccc([N+](=O)[O-])c1,0.4,13%,2,0.9,-1,-7%,-15%,9%,7
Cc1sc(-n2cccc2)c(C(C)NC(=O)Nc2ccccc2Cl)c1C (stereo unspecified),0.5,6%,3,0.4,-5,0%,-20%,.,.
